# human PMI inhibition – inhibitors of human PMI, primary screen, biochemical, fluorescence intensity, coupled assay (AID 1209). purified PMI enzyme, coupled fluorescence intensity; higher % means a stronger effect. inhibition, % at 20 µM; hits with a dose series show IC50 in µM. 190,000 compounds, 0.42% hits;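 note: plate controls were DMSO vehicle for no effect and wells lacking substrate for full effect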
# P. falciparum M17LAP – P. falciparum M17LAP inhibitors, primary screen, biochemical, fluorogenic H-Leu-NHMec substrate, 1536-well (AID 1619) | Leucine aminopeptidase (Plasmodium falciparum (isolate 3D7)) | recombinant M17LAP, H-Leu-NHMec fluorogenic kinetic assay; higher % means a stronger effect | inhibition, % at 30 µM, or IC50 in µM where a hit was titrated | 220,000 compounds, 0.38% hits;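 active = compound inhibiting the enzyme by more than half at any dose during confirmatory dose-response retesting; inconclusive = strong single-dose inhibitors picked by rank but not retested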;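 note: plate controls were full reaction with DMSO carrier for no effect and no enzyme background for full effect; strong numbers were not always called active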
# TNAP activation fold – human TNAP enzyme activators, primary screen, biochemical, luminescent, no phosphate acceptor, uHTS (AID 1001) | Alkaline phosphatase, tissue-nonspecific isozyme (Homo sapiens) | purified TNAP, luminescent activation assay, no phosphate acceptor; higher activation fold means a stronger effect | activation fold at 20 µM, or EC50 in µM where a hit was titrated | 200,000 compounds, 0.03% hits; in the data active = activation fold from about 3, or a potency from the dose series; inactive = the rest, 99 in 100 with activation fold below about 1.6; note: many of its hits are not listed in these tables
# K1F lysis inhibition – inhibition of K1F phage lysis, E. coli UTI89, bacterial capsule biogenesis inhibitors, alamar blue (AID 488966). 340,000 compounds, 0.02% hits. E. coli UTI89 K1F phage lysis, alamar blue, 2 h; higher % means a stronger effect. one-dose inhibition, % at 100 µM; IC50 in µM for titrated hits;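 active = phage lysis inhibition, versus mean bacterial control, above a set limit; inconclusive = no clear call, values can overlap the other calls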;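 note: capsule biogenesis inhibitors block K1F phage lysis so surviving cells raise fluorescence; higher fluorescence means more inhibition of phage lysis; actives were called in the ten point dose series up to 300 µM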
# M1AAP inhibition – P. falciparum M1AAP inhibitors, biochemical, fluorogenic H-Leu-NHMec substrate, 1536-well (AID 1445). 220,000 compounds, 0.42% hits. inhibition, % at 30 µM; hits with a dose series show IC50 in µM. Aminopeptidase N (Plasmodium falciparum (isolate 3D7)). recombinant M1AAP, H-Leu-NHMec fluorogenic kinetic assay; higher % means a stronger effect;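 active = primary inhibition above the hit cutoff, then over 50% inhibition at one or more dose response concentrations, cut at about 23% in these data, passing the limit was not always enough; inconclusive = conflicting primary data, or primary hits not chosen for dose response; inactive = low primary inhibition, or under 50% at every dose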;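 note: plate controls were DMSO full reaction for no effect and no enzyme background for full effect; strong numbers were not always called active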
# West Nile virus CPE – West Nile virus antiviral activity, cell-based, CPE readout (AID 1621); 290,000 compounds, 0.02% hits; CPE inhibition, % at 10 µM; hits with a dose series show IC50 in µM; West Nile virus-infected cells, CPE inhibition; higher % means a stronger effect; in the data active = a potency from the dose series; inconclusive = CPE inhibition mostly from about 3.7% at the one dose, without a potency; inactive = the rest, 99 in 100 with CPE inhibition below about 2.2%; note: strong numbers were not always called active
# RSV antiviral HEp-2 – RSV antiviral activity via CPE protection, HEp-2 cells, primary 10 µM value included (AID 2391). 310,000 compounds, 0.13% hits. one-dose CPE inhibition, % at 10 µM; IC50 in µM for titrated hits. HEp-2 cells, RSV-induced CPE inhibition; higher % means a stronger effect; in the data active = a potency from the dose series; inconclusive = CPE inhibition mostly from about 23% at the one dose, without a potency; inactive = the rest, 99 in 100 with CPE inhibition below about 21%; note: strong numbers were not always called active
# T cell modulator – modulators of CD8 T cell-vesicle binding, primary screen, mouse 2C CD8+ T cells, flow cytometry; 2C CD8+ T cell-vesicle binding; hits give low values; calls only at 7 µM; 330,000 compounds, 0.068% hits;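 active = response, share of CD8 T cells binding vesicles, and their 90th percentile fluorescence all below set limits, cut at about 80% in these data, passing the limit was not always enough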
#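 Benchmarks: naked versus QL9-loaded vesicles / Assay system: purified 2C TCR transgenic mouse naive CD8+ T cells / Technique: high-throughput flow cytometry with anti-B7-1 and anti-CD8 staining / Timing: Cell–vesicle co-incubation 1.5 h at 37 °C, staining 20 min on ice / Read-out: percent CD8+ FL2 mean versus row control / Probe or stimulus: QL9-loaded Drosophila micro-vesicles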
# human PMI inhibitors – human PMI inhibitors, high substrate, primary screen, biochemical, fluorescence intensity, high mannose 6-phosphate (AID 1220). Mannose-6-phosphate isomerase (Homo sapiens). recombinant PMI enzyme, coupled fluorescence intensity; higher % means a stronger effect. inhibition, % at 20 µM, or IC50 in µM where a hit was titrated. 190,000 compounds, 0.66% hits
# T cell modulator vesicle-bound % – further read-out of T cell modulator, marked with its call; double positive events, %; measured here: CD8+ vesicle-bound cell fraction;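 binding gate set so that unloaded-vesicle control wells show 10% double positive cells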
# The depositor's hits bear a star; i = inactive; ? = inconclusive; . = not tested or not shown; & = joins results of further samples; [ ] = dose if it differs, or a comment. Cut-off read from the data, not from the text of the source, unless noted: active = inhibition above about 50%; inactive = the rest.
SMILES	human PMI inhibition	P. falciparum M17LAP	TNAP activation fold	K1F lysis inhibition	M1AAP inhibition	West Nile virus CPE	RSV antiviral HEp-2	T cell modulator	T cell modulator vesicle-bound %	human PMI inhibitors
Cc1onc(-c2ccccc2)c1C(=O)Oc1ccccc1	.	-8%	.	.	0%	-0.9%	2.6%	i	39	.
COc1ccc(Cl)cc1-n1c(=S)sc2c(=O)n(-c3ccc(F)cc3)c(SCC(=O)O)nc21	.	.	.	-0.1%	.	0.0%	4.0%	i	47	.
COc1ccc(-c2nc(CS(=O)CC(=O)NCc3ccccc3)c(C)o2)cc1OC (stereo not drawn)	.	.	.	0.6%	.	-0.6%	3.0%	i	26	.
Cc1csc(NC(=O)C2CSC3(C)CCC(=O)N23)n1 (stereo not drawn)	.	.	.	0.0%	.	0.2%	1.3%	i	14	.
CCc1cc[n+](-c2nc3ccccc3nc2C(=C=[N-])C#N)cc1	0%	11%	0.9	0.1%	4%	0.2%	1.1%	i	33	15%
CC(C)P(=O)(c1cccc(C(=O)O)c1)C(C)C	-17%	-4%	1.1	0.5%[50 µM]	2%	-0.3%	1.7%	i	43	-24%
S=c1nc[nH]c2nc[nH]c12	.	.	.	7.2%&4.9%	.	?	1.6%&0.6%	i	22&14	.
COc1ccccc1/C=C1\SC(=S)N(CCC(=O)NCCCN2CCOCC2)C1=O	10%	.	1	-1.6%	.	-0.9%	2.5%	i	31	9%
COc1ccc(OC)c(CNC(=O)C2CCN(C(=O)N(C)C)CC2)c1	7%	0%	1.2	0.3%	-4%	-0.7%	0.9%	i	18	5%
CCOc1ccc(CN(C(=O)c2cc3ccccc3oc2=O)C2CC2)cc1	1%	-2%	1.1	5.7%	0%	-0.5%	2.5%	i	25	2%
O=C(CSc1nccc(=O)[nH]1)N1CCOCC1	.	.	.	0.1%	.	0.1%	1.0%	i	41	.
Cc1cc(C)n(C(=O)CNC(=O)c2cccc(Br)c2)n1	.	.	.	3.4%	.	-0.2%	0.2%	i	8	.
NS(=O)(=O)c1ccc(S(=O)(=O)NCCc2ccccc2)cc1	-3%	-10%	1.1	0.4%	4%	-0.9%	2.7%	i	50	-6%
NNC(=O)c1sc2cc(C(F)(F)F)cnc2c1-c1ccccn1	3%	0%	1.1	.	11%	-0.8%	0.6%	i	43	8%
CC(=O)Nc1c(NC(C)(C)C)c2ccccc2oc1=O	-8%	13%	1	-0.1%	-3%	0.2%	2.7%	i	25	-3%
C[N+](C)(C)CCNC(=O)c1c(O)c2c([nH]c1=O)CCCC2	30%	3%	1	1.9%	39%	0.2%	0.7%	i	50	28%
CC(=O)N(CCc1ccccc1)Cc1cc2ccc(C)c(C)c2[nH]c1=O	.	.	.	-0.6%	.	-1.0%	3.4%	i	36	.
C/C(CS(=O)(=O)c1ccc(Cl)c(Cl)c1)=N/NC(N)=S	-2%	-9%	1.1	0.5%	17%	-0.4%	0.7%	i	36	-18%
Cc1ccc(C)c(-c2csc(N/N=C/c3ccco3)n2)c1	12%	11%	1	.	5%	-0.6%	6.9%	i	61	24%
CC1(C)Cc2ccccc2C(COc2ccccc2)=N1	.	.	.	-0.6%	.	-1.7%	-0.1%	i	45	.
COc1ccccc1NC(=O)c1ccc2c(c1)C(=O)N(c1ccccc1OC)C2=O	.	.	.	i	.	0.0%	1.2%	i	43	.
CC(NS(=O)(=O)c1ccc(Br)cc1)C(=O)NC1CCCCCC1 (stereo not drawn)	.	.	.	0.8%	.	-1.0%	1.3%	i	11	.
Cc1cc(C)c(C(=O)N(C)CC2CCCN(CCc3ccccc3F)C2)o1 (stereo not drawn)	.	.	.	0.1%	.	-1.0%	-0.4%	i	12	.
Cc1onc(-c2ccccc2Cl)c1C(=O)NCc1ccccc1	0%	-2%	1.1	5.7%	-1%	-0.6%	-0.6%	i	32	2%
CN(C)S(=O)(=O)c1ccc(C(=O)NNC(=O)C2COc3ccccc3O2)cc1 (stereo not drawn)	8%	0%	1.3	-0.2%	4%	0.3%	0.6%	i	58	9%

# Complete entries as entered above. Order of values: human PMI inhibition | P. falciparum M17LAP | TNAP activation fold | K1F lysis inhibition | M1AAP inhibition | West Nile virus CPE | RSV antiviral HEp-2 | T cell modulator | T cell modulator vesicle-bound % | human PMI inhibitors
# Results for NS(=O)(=O)c1ccc(S(=O)(=O)NCCc2ccccc2)cc1 = -3% | -10% | 1.1 | 0.4% | 4% | -0.9% | 2.7% | i | 50 | -6%
# Results for COc1ccc(Cl)cc1-n1c(=S)sc2c(=O)n(-c3ccc(F)cc3)c(SCC(=O)O)nc21 = . | . | . | -0.1% | . | 0.0% | 4.0% | i | 47 | .
# Results for S=c1nc[nH]c2nc[nH]c12 = . | . | . | 7.2%&4.9% | . | ? | 1.6%&0.6% | i | 22&14 | .
# Results for CC(=O)N(CCc1ccccc1)Cc1cc2ccc(C)c(C)c2[nH]c1=O = . | . | . | -0.6% | . | -1.0% | 3.4% | i | 36 | .

# (further entries)
SMILES	human PMI inhibition	P. falciparum M17LAP	TNAP activation fold	K1F lysis inhibition	M1AAP inhibition	West Nile virus CPE	RSV antiviral HEp-2	T cell modulator	T cell modulator vesicle-bound %	human PMI inhibitors
Cc1cc(C)cc(N(CC(=O)N2CCC(C)CC2)S(=O)(=O)c2ccccc2)c1	18%	-4%	1.1	-0.2%	0%	-0.9%	0.1%	i	53	10%
Cc1ccc(COc2ccccc2C(=S)N2CCCC2)cc1	14%	-1%	1.1	-0.6%	-15%	-1.5%	-0.2%	i	56	7%
CC(C)C(NC(=O)OCc1ccccc1)C(=O)N1CCOCCOCCOCC1 (stereo not drawn)	-2%	17%	1.1	-0.1%	-1%	0.6%	0.5%	i	44	-1%
Cc1cc(C)n2nc(CC(=O)NCc3ccccc3Cl)nc2n1	7%	-17%	1.1	0.4%	5%	-0.4%	1.9%	i	44	2%
O=C(Nc1cccc(Cl)c1)c1ccc(OC(=S)N2CCOCC2)cc1	6%	14%	1.1	0.0%	8%	-0.1%	14%	i	54	11%
COCCCn1c(SCC(=O)Nc2ccc(NC(C)=O)cc2)nc2sc3c(c2c1=O)CCC3	.	.	.	0.3%	.	-0.3%	0.5%	i	10	.
O=c1nc2c(O)cccn2c2c1c(=O)[nH]c1ccccc12	4%	5%	1.1	1.5%[50 µM]	19%	-0.7%	.	.	.	26%
O=C(NC1CCCCC1)C1CCCN(S(=O)(=O)c2ccc(Br)s2)C1 (stereo not drawn)	-9%	4%	1.1	0.1%	2%	-1.1%	-0.2%	i	45	-7%
O=C(NCCc1ccccc1)c1ccc(CS(=O)(=O)Cc2ccc(F)cc2)o1	.	.	.	0.1%	.	0.0%	2.0%	i	30	.
CN(C)S(=O)(=O)c1ccc(C(=O)N2CC(=O)Nc3ccc(F)cc3C2c2ccc(F)cc2)cc1 (stereo not drawn)	.	.	.	0.2%	.	-0.6%	0.0%	i	63	.
CCOC(=O)c1cn(CC(=O)Nc2cccc(F)c2)nn1	-4%	2%	1	-0.3%	6%	-0.5%	1.6%	i	46	-6%
COc1ccc(C(C)=O)cc1COc1ncnc2ccccc12	-40%	11%	1	2.3%	0%	0.0%	66%	i	19	-19%
O=C(c1ccco1)n1nc(-c2ccc(Cl)cc2)nc1NCc1ccco1	12%	0%	0.9	0.3%	3%	0.1%	1.6%	i	38	13%
CCOc1cc2c(cc1OC)C(NC(=O)C(F)(F)F)CC2=O (stereo not drawn)	13%	-13%	0.9	0.3%	-3%	0.5%	0.5%	i	51	14%
CCOC(=O)c1sc(NC(=O)CN2CC(C)OC(C)C2)nc1C (stereo not drawn)	.	.	.	0.0%	.	-0.2%	0.3%	i	39	.
O=C(O)CCN1C(=O)c2ccc(NC(=O)CSc3ccccc3)cc2C1=O	11%	24%	1	1.4%	18%	0.0%	1.4%	i	21	21%
O=C(O)C1CCN(C(=O)NC2CCCCC2)CC1	42%	-16%	1.1	-0.5%	6%	0.0%	2.2%	i	28	20%
COc1cccc(/C=C2\SC(=S)N(NS(=O)(=O)c3ccc(C)cc3)C2=O)c1OC	.	.	.	0.0%	.	1.4%	2.8%	i	47	.
Cc1ccc(NC(=O)CSC2=NN3CCCC(=O)N=C3S2)c(C)c1	8%	3%	1.1	-0.8%	-5%	.	1.8%	i	39	-4%
CCc1nnc(NC(=O)c2cc(-c3ccncc3)nc3ccccc23)s1	.	1%	.	-0.1%[50 µM]	2%	-0.4%	7.3%	i	8	.
COC(=O)C(CO)NC(=O)C(C)NC(=O)CNC(=O)OCc1ccccc1 (stereo not drawn)	-6%	2%	1.1	1.0%	5%	0.4%	-1.0%	i	51	-6%
CCOc1cc(/C=N/NC(=O)c2ccccn2)ccc1OC(=O)c1ccc(F)cc1	.	.	.	0.3%	.	-0.4%	0.9%	i	6	.
CCOC(=O)N1CCC(NC(=O)CCN2C(=O)COc3ccccc32)CC1	6%	8%	1.2	0.0%	1%	-0.4%	-1.1%	i	25	1%
CNC(=O)c1nc(C)n(-c2cc(Cl)cc(Cl)c2)n1	18%	-2%	1	-0.3%	6%	-0.7%	0.6%	i	43	16%
CCOC(=O)Cc1csc(NC(=O)COc2ccc(N(C)S(=O)(=O)c3cccs3)cc2)n1	7%	-6%	1.1	0.3%	9%	-0.2%	1.3%	i	23	9%
CN(CC(=O)Nc1ccccc1C(=O)N1CCCC1)S(=O)(=O)c1ccc(Br)cc1	-5%	0%	1.1	-1.1%	0%	-0.3%	-0.9%	i	3	-8%
O=C(NNC(=S)NC(=O)c1ccccc1)c1ccc(O)cc1	.	.	.	0.4%	.	-0.3%	0.6%	i	34	.
O=C(CSc1nnc(-c2ccncc2)o1)N1CCCC1	-8%	-1%	1.1	0.3%	-8%	0.0%	10%	i	35	-12%
CC(C)(C)CC(=O)NC(=S)Nc1ccccc1[N+](=O)[O-]	13%	4%	1.1	-0.5%	13%	-0.7%	0.3%	i	11	14%
